# FID counter: compounds displacing fluorescent DNA intercalator, primary screen, artefact control for HCV NS3 helicase inhibitor project, biochemical, FID fluorescence; DNA fluorescent intercalator displacement; inhibition, % at 7.9 µM; 290,000 compounds, 0.17% hits; AID 1845, 2009; in the data active means inhibition above about 37%;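 further: 0% = vehicle and 100% = reference compound; higher means more ethidium bromide displaced from hairpin DNA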
# GPR7 antagonist: GPR7 receptor antagonists, primary screen, cell-based, fluorescence, single concentration | Neuropeptides B/W receptor type 1 (Homo sapiens), P48145 | GPR7-expressing cells, fluorescence antagonist assay | inhibition, % at 4.4 µM | 290,000 compounds, 1.1% hits; in the data active means inhibition above about 16%, passing the limit was not always enough;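 further: cells stimulated with the agonist NPW; 0% = agonist with vehicle and 100% = vehicle without agonist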
# NALP1 yeast inh: NALP1 inflammasome inhibitors in reconstituted yeast, colorimetric, S. cerevisiae, triplicate retest | S. cerevisiae NALP1/ASC/caspase-1 growth, X-gal OD620, 72 h | inhibition, % at 10 µM | 280,000 compounds, 0.61% hits; in the data active means inhibition mostly above about 24%, no sharp cut-off; inactive means mostly below about 32%; further: some compounds called inactive have numbers as strong as hits
# OXTR ag: human OXTR agonists, primary screen, fluorescence, CHO-OTR cells, Fluo-8 calcium; Fluo-8 calcium fluorescence; normalized: DMSO 0%, oxytocin 100%; Oxytocin receptor (Homo sapiens), P30559; activation, % at 3 µM; 320,000 compounds, 0.32% hits;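 active means activation above the mean of all tested compounds plus 3 SD, cutoff set per screening run, cut at about 20% in these data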;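 further: peak over basal fluorescence ratio from a 100 s FLIPR kinetic read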
# Target sequence (P30559 whole entry, looked up): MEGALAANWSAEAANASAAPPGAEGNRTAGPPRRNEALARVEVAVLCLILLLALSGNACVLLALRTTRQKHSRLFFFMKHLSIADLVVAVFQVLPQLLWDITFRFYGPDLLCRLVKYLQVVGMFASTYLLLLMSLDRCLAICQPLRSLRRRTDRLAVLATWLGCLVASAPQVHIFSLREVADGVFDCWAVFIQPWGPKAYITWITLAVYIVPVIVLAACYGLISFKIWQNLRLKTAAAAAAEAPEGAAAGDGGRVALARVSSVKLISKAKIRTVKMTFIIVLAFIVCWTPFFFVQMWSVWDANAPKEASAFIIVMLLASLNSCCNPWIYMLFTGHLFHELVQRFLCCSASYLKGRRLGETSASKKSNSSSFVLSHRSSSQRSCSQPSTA
# MEKK2 mut-MEK5: MEK5 binding signal on mutant MEKK2 PB1, primary screen, biochemical, multiplex bead flow cytometry, Alexa488-MEK5; AID 1530, 2009; percent response, % at 10 µM; Alexa488-MEK5 binding to MEKK2 mutant; 290,000 compounds, 0.35% hits; in the data active means percent response above about 24%, passing the limit was not always enough; further: inactives centre near 1; some results filed as inactive read as strong as hits; reference of the scale not given here
# MEKK3 PB1 HTS: modulators of MEKK3-MEK5 PB1 binding, primary screen, biochemical, wildtype MEKK3, multiplex bead flow cytometry, Alexa488-MEK5 | Mitogen-activated protein kinase kinase kinase 3 (Homo sapiens), Q99759 | bead-based flow cytometry, Alexa488-MEK5 binding to MEKK3; actives lie on both sides; 0 = blocked by unlabeled MEK5, 100 = vehicle | binding response (% of control), % at 10 µM | 290,000 compounds, 1.4% hits | AID 1529, 2009;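 active means binding response more than 3 SD above or below the average of its plate-row segment, actives on both sides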;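 further: Alexa488 bead fluorescence after subtracting the streptavidin-only scavenger bead signal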
# Target sequence (Q99759 whole entry, looked up): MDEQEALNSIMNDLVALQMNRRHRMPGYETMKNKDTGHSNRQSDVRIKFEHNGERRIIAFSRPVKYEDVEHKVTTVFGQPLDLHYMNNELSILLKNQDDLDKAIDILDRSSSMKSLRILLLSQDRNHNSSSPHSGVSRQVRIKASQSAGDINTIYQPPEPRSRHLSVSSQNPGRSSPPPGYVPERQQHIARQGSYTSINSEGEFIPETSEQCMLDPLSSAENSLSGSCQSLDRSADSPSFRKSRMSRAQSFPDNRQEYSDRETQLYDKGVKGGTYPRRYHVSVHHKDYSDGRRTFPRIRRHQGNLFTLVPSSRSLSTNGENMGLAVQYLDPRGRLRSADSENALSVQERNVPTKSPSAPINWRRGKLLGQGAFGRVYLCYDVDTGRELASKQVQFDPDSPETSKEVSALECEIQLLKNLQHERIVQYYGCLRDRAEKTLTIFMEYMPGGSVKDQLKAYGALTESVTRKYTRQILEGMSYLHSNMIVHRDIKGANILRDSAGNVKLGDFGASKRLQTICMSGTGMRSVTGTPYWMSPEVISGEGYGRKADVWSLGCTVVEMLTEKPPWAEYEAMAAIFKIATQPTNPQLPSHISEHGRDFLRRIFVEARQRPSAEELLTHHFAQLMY
# PHOSPHO1 block: PubChem AID 1565. Phosphoethanolamine/phosphocholine phosphatase (Homo sapiens), Q8TCT1. recombinant PHOSPHO1, absorbance phosphatase assay. inhibition, % at 13.3 µM. 290,000 compounds, 1.1% hits; in the data active means inhibition above about 60%
# MEKK2wt PB1 HTS: modulators of MEK5 binding to wildtype MEKK2, primary screen, biochemical, multiplex bead flow cytometry, Alexa488-MEK5; binding response (% of control), % at 10 µM; 290,000 compounds, 1.1% hits; Mitogen-activated protein kinase kinase kinase 2 (Homo sapiens), Q9Y2U5; Alexa488-MEK5 binding to MEKK2 WT; actives lie on both sides; AID 1531, 2009; in the data active means binding response below about 67% or above about 130%
# M18AAP inhibitor: PfM18AAP inhibitors, malaria aminopeptidase, primary screen, biochemical, QFRET, recombinant enzyme | M18 aspartyl aminopeptidase (Plasmodium falciparum 3D7) | H-Glu-NHMec fluorogenic cleavage | inhibition, % at 7.35 µM | 290,000 compounds, 1.2% hits;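 active means inhibition above the campaign mean inhibition over all tested compounds plus 3 SD, cut at about 28% in these data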;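 further: 0% = plate median of test compound wells and 100% = 2 mM ZnCl2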
# * hit, by the source's call; · = not tested or not shown. Rows were taken by chance, and some 6.2% of all compounds hit somewhere here.
SMILES,FID counter,GPR7 antagonist,NALP1 yeast inh,OXTR ag,MEKK2 mut-MEK5,MEKK3 PB1 HTS,PHOSPHO1 block,MEKK2wt PB1 HTS,M18AAP inhibitor
CCN1CCCC1Cn1cnc2c([nH]c3ccc(Cl)cc32)c1=O (configuration not stated),10,2,18,1.3,8,99,14,106,7
Cc1nc2ccccc2c(=O)n1/N=C/c1ccc(F)cc1,-11,-7,15,-2.4,6,106,24,105,4
COc1ccc(C(=O)C2CCCN(Cc3cccc4c3OCO4)C2)cc1OC (configuration not stated),8,0,-6,-0.5,-2,99,24,98,2
Cn1c(CNC(=O)C(C)(C)C)nc2ccccc21,3,-11,18,0.2,2,91,48,103,-5
Cc1onc(-c2ccccc2)c1C(=O)Nc1ccc(Br)cc1Cl,-14,-16,-68,-0.7,3,101,5,108,7
CCn1c(CC(=O)Nc2ccc(C)c(Cl)c2)nnc1SCC(=O)Nc1nc(C)cs1,-8,-8,-18,-0.5,0,98,15,98,2
CNc1nc(CC(C)=O)ns1,8,9,-10,1.7,2,103,-3,102,7
CCN(CC)CCCC(C)NC(=O)c1c(NC(=O)c2ccccc2)sc2c1CCCC2 (configuration not stated),28,-7,8,3.1,15,104,24,129,4
CCCc1nc2oc3ccccc3c(=O)c2c(=O)n1CCCOC,-12,-14,23,-0.6,-2,101,19,98,0
COc1cccc(NC(=O)C2CCN(S(=O)(=O)c3ccc4c(c3)C(C)(C)C(=O)N4C)CC2)c1,-38,16,26,0.2,-2,100,15,98,8
O=C(Nc1ccc2snnc2c1)N1CCCCC1,3,-2,18,1.2,-7,102,-3,95,2
CCN(CC)S(=O)(=O)c1ccc(N2CCOCC2)c(NC(=O)c2ccccc2)c1,-26,-4,22,-1.9,3,102,2,98,-7
COC(=O)c1ccc(CSc2nc3c(cnn3-c3ccc(C)cc3)c(=O)[nH]2)o1,-3,-9,9,-0.3,2,99,-14,102,1
CCNC(=O)NC1(C(=O)Nc2ccc3c(c2)OCCO3)CCCCC1,-4,3,19,-0.1,3,109,-4,107,1
CCSc1nc(N)c(NC(=O)c2ccc(Br)o2)c(=O)[nH]1,-1,-3,-1,-0.2,7,102,17,107,-13
O=C(CSc1nnc(-c2ccc(F)cc2)o1)NC1CCCC1,-5,4,19,·,-3,101,18,100,1
CC1CCCCC1NC(=O)CN1C(=O)NC(C)(c2ccc(OC(F)F)cc2)C1=O (configuration not stated),-14,7,-21,2.0,9,110,-4,114,-14
O=C(Cc1sc(Nc2ccccc2)nc1-c1ccccc1)NCc1ccccc1,-10,-3,19,2.2,12,104,-14,106,-44
Cc1cccc(C)c1-n1c(C)cc(/C=C2\C(=O)NN(c3ccccc3)C2=O)c1C,-3,13,3,0.4,4,102,29,94,4
S=C(NCc1cccnc1)Nc1cccc(Cl)c1,0,-6,-5,3.2,4,106,27,105,16
O=C(CCc1ccc(S(=O)(=O)NC2CCCCC2)cc1)NCc1ccccc1,-24,0,22,1.6,2,103,-9,103,-9
CCn1cc(CN2CCN(CCC(C)C)C(CCO)C2)c2ccccc21 (configuration not stated),1,-11,-48,-1.1,3,100,·,110,-4
COC(=O)c1sccc1NC(=O)C1C2C=CC(C2)C1C(=O)O (configuration not stated),2,-6,3,1.4,-4,71,-4,104,-2
COc1ccc(Cc2nnc(CCc3ccccc3)s2)cc1,-28,7,-2,-1.2,-5,103,-1,98,2
Cc1nc2scc(C)n2c(=O)c1S(=O)(=O)N1CCN(c2cccc(C(F)(F)F)c2)CC1,-25,-14,-5,1.9,-6,104,32,95,1
Cc1ccccc1NC(=O)C(C#N)Cc1cccnc1 (configuration not stated),-5,-5,14,-0.1,-3,97,-8,96,-6
C/C=C/c1ccc(OCC(=O)O)c(OC)c1,-19,3,5,0.0,6,102,33,100,-5
Cc1occc1-c1nnc(SCC(=O)N2CCOCC2)n1Cc1ccco1,-20,-10,19,0.1,7,107,14,109,5
Cn1cc(/C=C2\SC(=S)N(NC(=O)c3ccccc3)C2=O)c2ccccc21,-6,-4,1,3.4,-4,96,9,73,2
COC(=O)CSc1ncccc1-c1nc2ccccc2[nH]1,-1,0,3,-0.7,3,98,-3,103,-2
CCOC(=O)C(NC(=O)CC)(Nc1ccccc1)C(F)(F)F (configuration not stated),1,-5,34,0.0,-1,95,-7,97,2
Cc1ccccc1Cn1c(C)nc2ccccc21,-12,8,-11,8.9,-3,95,·,97,-8
CCOC(=O)C1CCCN(C(=O)c2ccc3c(c2)N(Cc2ccccc2)C(=O)c2ccccc2S3=O)C1 (configuration not stated),-50,-5,11,-1.6,-5,104,-10,98,7
COC(=O)c1oc(-c2ccc(Cl)cc2)nc1C,-2,-13,6,-1.7,0,100,-13,97,5
Nc1nc(Nc2ccc(Cl)cc2Cl)nc(C(F)(F)F)n1,-4,-7,9,-1.6,0,98,2,100,6
Cc1ncc([N+](=O)[O-])n1CCOC(=O)c1ccc(Br)cc1,1,-3,12,1.9,-10,81,15,81,-13
Nc1ccc(C(=O)N/N=C/c2cccc(Oc3ccccc3)c2)cc1,-27,-3,10,·,0,101,48,102,-2
c1ccc(OCc2cc(-c3ccccc3)no2)cc1,-1,7,-19,-1.9,-40,94,37,100,-1
CC1CCCN(C(=O)CCNC(=O)Cn2cnc3ccccc3c2=O)C1 (configuration not stated),-11,-3,9,-0.7,10,107,31,106,1
O=C(CSc1nc(C2CC2)nc2ccccc12)NCc1ccc2c(c1)OCO2,0,-6,-18,-1.6,·,·,8,·,5
Nc1nc(SCC(=O)Nc2ccc3c(c2)CCC3)n[nH]1,0,-4,4,0.5,5,105,-2,109,5
Oc1c(Br)cc(Br)cc1C=NCc1ccc(F)cc1,3,-7,17,-1.1,-11,101,12,76,7
CC1CCCN(S(=O)(=O)c2cc3c4c(c2)C(C)C(=O)N4CCC3)C1 (configuration not stated),-25,-5,7,-0.9,-3,97,36,97,-4
CCOC(=O)Nc1ccc2c(CN3C(=O)NC(CC)(CC)C3=O)cc(=O)oc2c1,-11,12,-5,-0.5,7,113,6,110,7
COc1ccc2nc(C)cc(N3CC(C)OC(C)C3)c2c1 (configuration not stated),10,-1,25,-0.3,-8,91,24,93,-13
Cc1cc(N)n(-c2ncnc3scc(-c4ccccc4)c23)n1,-6,-3,2,-1.5,·,·,3,·,-1
CC(C)CC(=O)Nc1ccc2oc(-c3ccncc3)nc2c1,-19,-3,9,0.1,4,97,-30,104,-1
CC(C)CNC(=O)C1CCCN1S(=O)(=O)c1ccc(Cl)cc1 (configuration not stated),-3,2,38,-0.2,-1,102,6,99,-1
CC1Nc2ccccc2C(=O)N1NC(=O)c1ccc(Br)cc1 (configuration not stated),2,-3,4,0.4,-5,91,-13,90,4
N/C(=N\OC(=O)CCCCCN1C(=O)c2ccccc2C1=O)c1ccccn1,-26,0,-7,3.4,-9,92,32,92,-5
CC(=O)NCc1ccc2[nH]c(C)cc2c1,0,0,23,0.4,4,103,6,103,0
O=c1[nH]c(CSc2nc3ccccc3s2)nc2ccccc12,-14,-11,·,-1.1,0,106,11,101,-8
COc1cc(C(=O)O)ccc1OCc1c(C)noc1C,2,3,-14,0.9,-8,98,-4,97,-4
COc1ccc(Cn2c(=O)[nH]c3cc(C(=O)N4CCN(c5ccccc5)CC4)ccc3c2=O)cc1,-11,-13,21,0.1,-1,102,39,100,3
CCn1c(SCC(=O)NC2CCCCC2)nnc1-c1ccccc1F,-19,-10,12,0.7,-2,102,30,100,-1
Cn1c(COc2ccccc2)nnc1SCc1nc2ccccc2[nH]1,-12,-4,9,-1.0,-1,102,36,101,4
NC(=O)C1CCN(c2ccc3c(c2)S(=O)(=O)c2ccccc2C3=O)CC1,·,·,·,2.5,5,106,·,105,·
O=C(NC1CCN(C(=O)NCc2ccccc2)CC1)c1ccccc1,-5,-10,3,-0.2,-2,100,-9,101,3
Cc1cc(-c2n[nH]c(=S)n2-c2ccc(C)c(C)c2)no1,-9,-5,1,1.1,-3,92,4,92,27
CC1(C)CN(c2ccsc2C(=O)O)C1=O,-1,-3,0,-0.7,2,101,47,100,2
# Next section
SMILES,FID counter,GPR7 antagonist,NALP1 yeast inh,OXTR ag,MEKK2 mut-MEK5,MEKK3 PB1 HTS,PHOSPHO1 block,MEKK2wt PB1 HTS,M18AAP inhibitor
Cc1cc(S(=O)(=O)N2CCN(c3c(C)cccc3C)CC2)ccc1F,-6,30,8,-1.8,-5,90,-5,95,7
CCn1c(=O)c2c(nc(SCC(=O)N3CCCC(C)C3)n2C)n(C)c1=O (configuration not stated),-28,-10,0,1.2,-1,101,39,99,1
CC1CN(C(=S)Nc2cccc(F)c2)CC(C)O1 (configuration not stated),-2,-11,11,0.8,4,105,19,110,-3
Cc1cc(C)n(C(=O)C(C)N2C(=O)c3ccccc3C2=O)n1 (configuration not stated),-2,-11,18,-1.8,6,103,-31,99,-2
c1ccc(-c2ccn3nnnc3n2)cc1,1,6,5,-0.2,2,96,-13,103,1
Nn1c(SCC(=O)Nc2ccc3c(c2)OCO3)nnc1-c1ccccc1,-3,-7,-10,-0.5,4,107,11,106,6
CCCCNc1n[n+](C)c(-c2cccc(C)c2)s1,·,·,·,·,1,105,30,106,·

# Structural class: the entries above containing an NH in an aromatic ring.
SMILES,FID counter,GPR7 antagonist,NALP1 yeast inh,OXTR ag,MEKK2 mut-MEK5,MEKK3 PB1 HTS,PHOSPHO1 block,MEKK2wt PB1 HTS,M18AAP inhibitor
CCN1CCCC1Cn1cnc2c([nH]c3ccc(Cl)cc32)c1=O (configuration not stated),10,2,18,1.3,8,99,14,106,7
COC(=O)c1ccc(CSc2nc3c(cnn3-c3ccc(C)cc3)c(=O)[nH]2)o1,-3,-9,9,-0.3,2,99,-14,102,1
CCSc1nc(N)c(NC(=O)c2ccc(Br)o2)c(=O)[nH]1,-1,-3,-1,-0.2,7,102,17,107,-13
COC(=O)CSc1ncccc1-c1nc2ccccc2[nH]1,-1,0,3,-0.7,3,98,-3,103,-2
Nc1nc(SCC(=O)Nc2ccc3c(c2)CCC3)n[nH]1,0,-4,4,0.5,5,105,-2,109,5
CC(=O)NCc1ccc2[nH]c(C)cc2c1,0,0,23,0.4,4,103,6,103,0
O=c1[nH]c(CSc2nc3ccccc3s2)nc2ccccc12,-14,-11,·,-1.1,0,106,11,101,-8
COc1ccc(Cn2c(=O)[nH]c3cc(C(=O)N4CCN(c5ccccc5)CC4)ccc3c2=O)cc1,-11,-13,21,0.1,-1,102,39,100,3
Cn1c(COc2ccccc2)nnc1SCc1nc2ccccc2[nH]1,-12,-4,9,-1.0,-1,102,36,101,4
Cc1cc(-c2n[nH]c(=S)n2-c2ccc(C)c(C)c2)no1,-9,-5,1,1.1,-3,92,4,92,27
